Compound activity deposited in PubChem BioAssay by Sanford-Burnham Center for Chemical Genomics.
CCR6 antagonist – CCR6 receptor antagonists, primary screen, cell-based, CHO-K1, luminescence, beta-arrestin, uHTS. C-C chemokine receptor type 6 (Homo sapiens), P51684. CHO-K1 CCR6 PathHunter beta-arrestin, CCL20-stimulated. inhibition, % at 20 µM. hit rate 0.49% among 340,000. AID 493098, 2011;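 active means compounds whose inhibition of the agonist-driven luminescence signal at 20 µM reaches about 50%, limit read from the data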;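 further: cells stimulated with CCL20 at 14 nM final; plate controls were DMSO with CCL20 for no effect and DMSO without agonist for full effect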
Gli-Sufu block – Gli-Sufu pathway antagonists, primary screen, luciferase luminescence, Sufu-KO-LIGHT cells, uHTS. Sufu-KO-LIGHT fibroblasts, Gli luciferase reporter luminescence. inhibition, % at 5 µM. hit rate 0.74% among 340,000. AID 588413, 2011;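 active means inhibition above about 55%, limit read from the data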;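 further: 0% = DMSO-treated cells and 100% = wells with medium but no cells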
APOBEC3A inh – APOBEC3A ssDNA deaminase inhibitors, primary screen, selectivity assay for APOBEC3G inhibitor project, biochemical, FAM/TAMRA oligo cleavage fluorescence. DNA dC->dU-editing enzyme APOBEC-3A (Homo sapiens), P31941. recombinant A3A, FAM/TAMRA ssDNA deamination fluorescence. inhibition, % at 20 µM. hit rate 0.41% among 330,000;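 active means at least 40% inhibition at 20 µM here, with at most 30% in a related deaminase screen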;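 further: plate controls were A3A with DMSO for no effect and wells lacking A3A enzyme for full effect; some results filed as inactive read as strong as hits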
Target sequence (P31941 whole entry, looked up): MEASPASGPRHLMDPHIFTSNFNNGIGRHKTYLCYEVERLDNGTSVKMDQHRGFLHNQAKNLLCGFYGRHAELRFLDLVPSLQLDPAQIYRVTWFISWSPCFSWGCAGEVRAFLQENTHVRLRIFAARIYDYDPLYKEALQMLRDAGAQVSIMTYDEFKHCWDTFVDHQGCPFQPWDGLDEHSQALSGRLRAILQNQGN
MPTP inh – mitochondrial permeability transition pore inhibitors, primary screen, biochemical, isolated mouse mitochondria, absorbance | Ca2+ swelling absorbance, 30 min | inhibition, % at 10 µM | hit rate 1.4% among 360,000 | AID 602449, 2012;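 active means inhibition of 50% or more, scaled per plate between neutral and stimulator controls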;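 further: 0% = DMSO wells given calcium and 100% = 1 mM EGTA wells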
EBI2 antag – EBI2 receptor antagonists, beta-arrestin recruitment, primary screen, cell-based, luminescence, 7a,25-OHC stimulation, uHTS; 7a,25-OHC stimulated; inhibition, % at 5 µM; hit rate 0.81% among 360,000; in the data active means inhibition above about 38%;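 further: enzyme fragment complementation signal reports receptor beta-arrestin coupling in cells; 0% = agonist plus DMSO wells and 100% = wells without agonist; some results beyond the cut were filed as inactive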
Target sequence (P32249 whole entry, looked up, the tested form may be a part): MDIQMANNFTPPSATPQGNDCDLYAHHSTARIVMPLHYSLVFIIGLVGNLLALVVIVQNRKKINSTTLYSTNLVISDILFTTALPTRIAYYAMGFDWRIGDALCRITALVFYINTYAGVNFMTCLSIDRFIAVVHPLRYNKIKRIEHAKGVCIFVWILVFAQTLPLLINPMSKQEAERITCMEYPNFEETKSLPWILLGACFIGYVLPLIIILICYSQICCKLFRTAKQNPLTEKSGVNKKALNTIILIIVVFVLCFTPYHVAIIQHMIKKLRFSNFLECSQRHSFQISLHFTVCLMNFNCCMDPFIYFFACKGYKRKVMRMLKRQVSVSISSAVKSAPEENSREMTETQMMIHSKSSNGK
CXCR6 inh – CXCR6 receptor inhibitors, primary screen, cell-based, beta-arrestin, luminescence, CHO-K1 PathHunter, 1536-well; AID 602244, 2012; C-X-C chemokine receptor type 6 (Homo sapiens), O00574; inhibition, % at 20 µM; hit rate 0.36% among 360,000; in the data active means inhibition above about 34%, passing the limit was not always enough;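 further: antagonist mode with CXCL16 agonist at 10 nM final; 0% = 10 nM CXCL16 with DMSO and 100% = unstimulated wells without agonist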
Target sequence (O00574 whole entry, looked up): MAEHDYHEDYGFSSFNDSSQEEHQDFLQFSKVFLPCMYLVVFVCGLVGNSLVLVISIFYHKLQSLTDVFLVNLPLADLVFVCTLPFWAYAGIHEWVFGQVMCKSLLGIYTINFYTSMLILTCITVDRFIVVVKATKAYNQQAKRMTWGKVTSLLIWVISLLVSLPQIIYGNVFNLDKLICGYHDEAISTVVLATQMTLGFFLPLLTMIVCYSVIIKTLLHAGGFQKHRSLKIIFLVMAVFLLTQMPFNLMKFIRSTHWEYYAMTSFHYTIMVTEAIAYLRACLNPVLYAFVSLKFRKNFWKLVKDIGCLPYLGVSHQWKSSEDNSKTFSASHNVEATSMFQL
GRIN3A LBD mod – binders of NR3A ligand-binding domain, primary screen, biophysical, differential scanning fluorimetry, uHTS. Tm shift relative to glycine control, % at 25 µM. NR3A LBD differential scanning fluorimetry, Tm shift; 0% = protein alone, 100% = glycine-bound protein. hit rate 2.5% among 340,000. Glutamate receptor ionotropic, NMDA 3A (GRIN3A) ligand-binding domain. AID 1259313, 2017;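 active means melting temperature shift of at least 10% of the positive control shift, at one fixed dose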
APOBEC3G inh – APOBEC3G DNA deaminase inhibitors, primary screen, biochemical, fluorescence, single-stranded DNA substrate, uHTS; inhibition, % at 20 µM; AID 493012, 2011; hit rate 0.28% among 330,000; recombinant A3G, ssDNA deamination FAM/TAMRA fluorescence; DNA dC->dU-editing enzyme APOBEC-3G (Homo sapiens), Q9HC16;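 active means inhibition of at least 40% at 20 µM, with no more than 30% in the related APOBEC3A deaminase screen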;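 further: plate controls were DMSO wells with A3G for no effect and wells lacking A3G enzyme for full effect; some compounds called inactive have numbers as strong as hits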
Active calls of the source: *; x = not tested or not shown.

Values run as follows: CXCR6 inh, APOBEC3A inh, MPTP inh, GRIN3A LBD mod, CCR6 antagonist, EBI2 antag, APOBEC3G inh, Gli-Sufu block
- Cc1ccccc1NS(=O)(=O)c1cc2c3c(c1)C(C)C(=O)N3CCC2 (centres undefined)
→ -1, 0, 0.5, 2, 6, 2, -6, 5
- Cc1ccccc1/C=N/n1c(COc2ccccc2)n[nH]c1=S
→ 5, -2, 0.5, 8, 25, -8, 0, 4
- CCOC(=O)c1c(NC(=O)Cn2nc(C(=O)O)c3ccccc3c2=O)sc2c1CCC(C)C2 (centres undefined)
→ -2, -5, 3.7, 0, 0, 2, -3, -52
- CCOC(=O)c1cccc(NC(=O)CCn2cccc2)c1
→ 0, -6, 1.8, 0, -10, -9, -10, 18
- O=C(CCCC(=O)N1CCN(c2ccccc2F)CC1)c1ccccc1
→ -8, -1, -0.4, -2, 6, 4, -4, -14
- COc1ccc(Cc2nnc3sc(SCC(=O)Nc4ccccc4)nn3c2=O)cc1OC
→ 1, -2, -2.5, 1, 3, 1, -4, 0
- Cc1ccc(C(=O)N2CCOCC2)cc1S(=O)(=O)Nc1cccc(C)c1C
→ 1, -20, -0.8, -1, -4, 4, 32, 2
- O=C(CSc1nnc(-c2ccco2)n1-c1ccccc1)NCC1CCCO1 (centres undefined)
→ 1, 3, -0.3, 0, 9, 2, 2, -16
- CN(C)Cc1cc(C(C)(C)C)c(O)c(C(C)(C)C)c1
→ -3, 0, -1.3, 2, 1, -3, 7, 4
- Fc1cccc(-n2ncc(-c3nnnn3-c3ccccc3)c2C(F)(F)F)c1
→ 5, -1, -0.3, 3, -8, 7, -4, 10
- O=C(Nc1ccc(F)c(F)c1)c1ccc2c(c1)OCO2
→ -2, 0, -0.4, -4, 3, 2, 1, -74
- Cc1ccc(C)c(N(CC(=O)N2CCCCCC2)S(C)(=O)=O)c1
→ -5, 2, 0.0, -1, -2, -5, -2, 0
- COc1ccc(NC(=O)Nc2ccccc2F)cc1
→ -4, 3, -1.6, 6, -7, -10, 2, -85
- Cn1c(=O)n(C)c2cc(C(=O)Nc3ccc(Br)cc3)ccc21
→ -6, 3, 0.7, -2, 4, 7, 1, 11
- COc1ccc2c(c1)C(=O)N(CCc1ccc(S(=O)(=O)NC(=O)NC3CCCCC3)cc1)C(=O)C2(C)C
→ 20, 1, 0.2, 0, 12, 9, -6, 3
- NNC(=O)Cn1c2ccccc2c2ccccc21
→ 0, -1, -3.7, 1, 5, 1, -2, 8
- CCOC(=O)CC(=O)CSc1nc2ccccc2c(=O)n1-c1ccc(C(=O)NCCOC)cc1
→ 7, -4, 19, -1, 11, 4, -4, 5
- COc1ccc(/C=C/C(=O)NC(=S)Nc2cc3oc4ccccc4c3cc2OC)cc1
→ 8, -1, 1.6, -1, 15, 65*, -2, -5
- COCOc1ccc(-c2oc3c(C/C=C(\C)CCC=C(C)C)ccc(O)c3c(=O)c2OCOC)c(OCOC)c1
→ 5, 19, 0.1, -1, 6, 11, 23, 11
- Cc1ccccc1NS(=O)(=O)c1c(C(=O)N2CCCCCC2)c(C)n(C)c1C
→ 6, 0, -1.5, -3, 7, 2, -2, -13
- COc1ccc(S(=O)(=O)Cc2ccc(C(=O)NCc3ccccc3)o2)cc1
→ 3, -5, -2.4, -1, 7, -5, -5, -3
- CCOc1ccc(NC(=O)Nc2nc(SCC)ns2)cc1
→ -6, -2, 97*, 37*, 16, -6, -4, 10
- CS(=O)(=O)Nc1cccc(-c2cn3ccccc3n2)c1
→ 7, 0, -0.9, -1, 2, -2, -1, -97
- CCOC(=O)CNC(=O)CSc1nc(-c2ccc(OC)cc2)ns1
→ 2, 2, -0.3, 2, 3, -2, 4, 5
- COc1ccccc1NC(=O)CCn1c(=S)oc2ccccc21
→ -3, 0, 0.8, 2, 12, -6, -2, -3
- CCN(CC1CCCN(CCc2cccc(F)c2)C1)C(=O)c1ccc(CSC)o1 (centres undefined)
→ 7, 4, 0.1, -1, 17, 3, -4, 26
- CCN(CC)CCOc1cc2c(nn1)Oc1ccccc1N2C
→ -7, 3, -0.5, 0, -5, -9, 8, 0
- Brc1ccc2c(c1)C(c1cccnc1)=NNC(c1cccs1)=N2
→ 1, -1, -0.5, -1, 4, -6, -3, -18
- Cc1cc(NS(=O)(=O)c2ccc(NC(=O)/C=C/c3ccccc3Cl)cc2)no1
→ 11, -7, 0.1, 6, 17, -11, -7, -4
- CC1=CC(C)C2(CO)COC(c3ccccc3O)C1C2C (centres undefined)
→ 1, 0, 1.6, 0, 1, 3, -1, -1
- CC1(O)C(=O)c2ccccc2N(c2ccccc2)C1=O (centres undefined)
→ -7, 2, 0.3, 3, -5, -3, -2, -23
- O=C(Nn1cnnc1)c1ccc([N+](=O)[O-])cc1Cl
→ -2, 2, 0.0, -1, 1, 5, -6, -1
- Nc1nonc1-n1nnc(C(=O)N/N=C/c2ccncc2)c1CSc1ccc(Cl)cc1
→ -6, -1, 2.3, 5, -3, 12, -2, 6
- COc1cccc(CN2CCCC(CNC(=O)c3ccc(F)cc3)C2)c1OC (centres undefined)
→ -5, -1, 2.8, -4, 11, -2, 1, 21
- Cc1ccc(S(=O)(=O)N2CCN(C(=O)CSc3n[nH]c(N)n3)CC2)c(C)c1
→ -6, -6, -1.0, 1, -12, -3, -10, -5
- O=C(CCc1ccccc1)Nc1ncc2c(n1)CCCC2=O
→ -8, -3, -1.0, 1, -11, 3, -5, -4
- CCOC(=O)Cc1csc(Nc2c(C)n(C)n(-c3ccccc3)c2=O)n1
→ 9, -4, -0.9, 1, 69*, -9, -1, -5
- CC(C)CCn1c(S(=O)(=O)O)nc2ccccc21
→ -3, -1, 0.0, 1, 4, -4, -2, -1
- COc1cc(NC(=O)CSCC(=O)Nc2cc(OC)cc(OC)c2)cc(OC)c1
→ x, -7, x, -1, 9, x, -7, 1
- O=C1c2c(O)cccc2Cc2cccc(O)c21
→ -6, 11, 3.1, -4, 19, -10, 67*, 3
- Cn1c(CNc2nc(-c3ccccc3)cs2)nnc1SCC(=O)c1ccccc1
→ -4, -2, -5.1, -2, 3, 6, -5, 0
- CCOc1ccc(NS(=O)(=O)c2ccc3[nH]c(=O)cc(C(=O)O)c3c2)cc1
→ 2, 4, 2.1, 3, 2, -8, -5, 18
- Cc1cccc(NC(=O)Cn2c(=O)n(CCC(=O)NC3CCCC3)c(=O)c3ccccc32)c1
→ -5, 0, 0.8, 0, 7, 1, -3, 30
- O=C(CN1C(=O)CSc2ccc(S(=O)(=O)N3CCCCC3)cc21)NCc1cccnc1
→ 2, -1, -1.0, -2, 3, -1, 0, 3
- COc1cc(/C=N/Nc2nc(=O)[nH]nc2C)cc([N+](=O)[O-])c1O
→ 18, 0, 0.1, -2, 31, 3, -5, 6
- Cc1ccc(S(=O)(=O)N(C)C)cc1-n1c(SCC(=O)Nc2ccc(F)cc2Cl)nc2ccccc2c1=O
→ 1, 4, 0.7, 0, 20, 7, -3, 3
- O=C1c2ccc3c4c(ccc(c24)C(=O)N1CCCCO)C(=O)N(CCCCO)C3=O
→ -1, x, -1.6, -5, -11, -9, x, 38
- COCCCn1c(SCC(=O)NCc2ccccc2)nc2ccccc2c1=O
→ 2, 3, -0.1, 0, 2, 10, -3, 2
- COc1ccc(CCNC(=O)c2cnc3scc(C)n3c2=O)cc1OC
→ -11, 2, -0.9, -1, -5, -10, -1, 6
- CCc1ccc(CN(C(=O)c2ccco2)C2CCS(=O)(=O)C2)cc1 (centres undefined)
→ 2, 1, -1.4, -2, -1, -1, -3, 1
- O=C(NCCc1ccccc1)c1ccc2c(c1)S(=O)(=O)N=C1CCCCCN12
→ -7, -2, 0.5, 0, -3, 4, -9, -10
- Cc1cc(C)c(S(=O)(=O)NCC23C=CC(O2)C2C(=O)N(c4ccccc4)C(=O)C23)c(C)c1 (centres undefined)
→ -14, -3, 0.5, -2, -10, 9, 27, -2
- CC(C)CC(=O)Nc1ccc([N+](=O)[O-])cc1Cl
→ -4, -4, 0.7, 5, 13, -4, -10, -7
- CC(=O)N1CCN(c2ccc([N+](=O)[O-])cc2)CC1
→ 3, 3, 0.0, -1, 12, 1, -6, 3
- Cc1ccc2c(c1)C(=C(C#N)C#N)C(=O)N2CCN1CCCCC1
→ -22, -3, 0.4, -2, 14, 11, -4, 9
- C/C(=N\NC(=O)CCC(=O)O)c1c(-c2ccccc2)c2cc(Br)ccc2[nH]c1=O
→ -1, 0, 0.5, -1, 1, 8, -4, -2
- Cc1ccccc1C(=O)c1c[nH]c(C(=O)NCc2cccs2)c1
→ -13, -7, -4.2, 3, -9, 7, -9, 2
- CCc1cccc(C)c1NS(=O)(=O)Cc1ccccc1
→ 1, -6, 2.0, 2, 21, -2, -12, 3
- O=C(Nc1ccc2c(c1)N(Cc1ccccc1)C(=O)c1ccccc1S2)NC1CC1
→ 0, -2, 35, -2, 24, -2, -6, -2
- Cn1nc(C(=O)NNC(=O)c2ccccc2Br)c2ccccc2c1=O
→ -5, 1, -1.1, 0, 8, 3, -5, -9

Reformatted as labelled records: 4 of the compounds above.
Cc1ccccc1C(=O)c1c[nH]c(C(=O)NCc2cccs2)c1
- CXCR6 inh: -13
- APOBEC3A inh: -7
- MPTP inh: -4.2
- GRIN3A LBD mod: 3
- CCR6 antagonist: -9
- EBI2 antag: 7
- APOBEC3G inh: -9
- Gli-Sufu block: 2

CCc1cccc(C)c1NS(=O)(=O)Cc1ccccc1
- CXCR6 inh: 1
- APOBEC3A inh: -6
- MPTP inh: 2.0
- GRIN3A LBD mod: 2
- CCR6 antagonist: 21
- EBI2 antag: -2
- APOBEC3G inh: -12
- Gli-Sufu block: 3

O=C(Nc1ccc2c(c1)N(Cc1ccccc1)C(=O)c1ccccc1S2)NC1CC1
- CXCR6 inh: 0
- APOBEC3A inh: -2
- MPTP inh: 35
- GRIN3A LBD mod: -2
- CCR6 antagonist: 24
- EBI2 antag: -2
- APOBEC3G inh: -6
- Gli-Sufu block: -2

Cn1nc(C(=O)NNC(=O)c2ccccc2Br)c2ccccc2c1=O
- CXCR6 inh: -5
- APOBEC3A inh: 1
- MPTP inh: -1.1
- GRIN3A LBD mod: 0
- CCR6 antagonist: 8
- EBI2 antag: 3
- APOBEC3G inh: -5
- Gli-Sufu block: -9

Carrying on:
Values run as follows: CXCR6 inh, APOBEC3A inh, MPTP inh, GRIN3A LBD mod, CCR6 antagonist, EBI2 antag, APOBEC3G inh, Gli-Sufu block
- COC(=O)C1=C(C)NC(=O)/C1=C\c1cc(C)n(-c2ccc(F)cc2)c1C
→ 10, 1, 1.3, 1, 20, 3, -1, -9
- CCn1c(SCC(=O)Nc2nc(C)cs2)nnc1-c1cccnc1
→ 0, -1, -0.7, 1, -9, -12, -6, 4
- COCCN1C(=O)C(=O)/C(=C(/O)c2ccc(S(=O)(=O)N3CCCCC3)cc2)C1c1ccc(O)c(OC)c1 (centres undefined)
→ -3, -6, -1.5, 0, 4, 10, -3, -14
- Cc1nn(C)c(C)c1S(=O)(=O)N(CC(=O)NCCCOC(C)C)c1ccc(C(C)C)cc1
→ 2, 2, -2.5, 0, -4, -8, -2, 7

Not a hit list. Share with any hit: about 5.8%.
